Assay outcomes as filed in PubChem BioAssay.
Hep lipid drop – modulators of hepatic lipid droplet formation; 240,000 compounds, 0.4% hits; inhibition, % at 6.5 µM; AID 1656; AML12 mouse hepatocytes, oleate lipid droplets, BODIPY imaging;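 active means lipid droplet intensity inhibited by at least 50%, with more than 500 cells counted; inconclusive means wells with under 300 cells, treated as cytotoxic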
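Test system: AML12 mouse liver cells; schedule: overnight exposure; technique: high-content imaging of BODIPY-stained droplets and DAPI nuclei; read-out: % inhibition of corrected integrated BODIPY droplet signal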
MT stabilizer – microtubule stabilization, imaging screen; HeLa tubulin immunostaining HCS, 24 h; share of cells brighter than vehicle mean+2SD; % tubulin-high responders, % at 10 µM; 200,000 compounds, 0.83% hits;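 active means plate Z-score above 3 for both tubulin-high and condensed-nucleus cell shares, with cell loss under 80%, at 10 µM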;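 further: anti alpha tubulin signal scored within the nucleus-defined area of each cell; some results filed as inactive read as strong as hits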
WT yeast gro inh – growth inhibition of WT yeast, mitochondrial fusion screen | mitochondrial fusion phenotypic screen, WT strain | 190,000 compounds, 2.1% hits | inhibition, % at 10 µM | AID 1362; in the data active means inhibition above about 58%; tested in S. cerevisiae
bCat nuc transl – modulators of beta-catenin nuclear translocation; HeLa beta-catenin nuclear translocation, immunofluorescence imaging; 190,000 compounds, 0.3% hits; nuclear translocation activity, % at 5 µM;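 active means nuclear translocation activity above 50% at 5 µM, with a well cell count of 50 or more; inconclusive means wells under 50 cells across six images, flagged as toxic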;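 further: per-cell ratio of nuclear to cytoplasmic median beta-catenin stain intensity; plate controls were DMSO negative control for no effect and GSK-3 inhibitor IX positive control for full effect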
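Signal – beta-catenin immunofluorescence imaging with DAPI · Test system – human HeLa cell line · Dosing – 5 µM primary single dose, 0.1% DMSO, 0.02–20 µM confirmation series · Measure – % activation, nuclear-to-cytoplasmic median beta-catenin signal ratio per cell · Incubation – 24 h compound exposure at 37°C, 5% CO2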
Autophagy mod – modulators of autophagy. MEF GFP-LC3 puncta imaging; test concentration mostly 10 µM. calls only at 10 µM (by protocol). 190,000 compounds, 0.98% hits. AID 463193;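 active means percentage of spot-positive cells more than 3 SD above its plate mean, without a fluorescence outlier flag or 80% toxicity; inconclusive means no clear call, values can overlap the other calls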;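 further: spot-positive cell cutoff set from DMSO-treated cells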
Myeloid diff 2 – compounds promoting myeloid differentiation. ER-HoxA9 myeloid progenitors, lysozyme-GFP differentiation, flow cytometry. calls only at 10 µM. 360,000 compounds, 1% hits. AID 624256;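 active means normalized GFP-positive differentiation at or above the plate's own cutoff, the solvent-only control mean plus 3 SD; inconclusive means no clear call, values can overlap the other calls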;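 further: cells exposed to compound for four days before flow analysis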
T cell HTS – T cell immune modulation candidate. AID 2052. calls only at 7 µM. 2C CD8+ T cell-vesicle binding, flow cytometry; stronger effect = lower value. 330,000 compounds, 0.068% hits;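 active means response, share of CD8 T cells binding vesicles, and their 90th percentile fluorescence all below set limits, cut at about 80% in these data, passing the limit was not always enough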
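Material: murine 2C transgenic CD8+ T lymphocytes / Also added: QL9-peptide-loaded Drosophila micro-vesicles bearing Ld, ICAM-1 and B7-1 / Schedule: binding step 1.5 h, 37 °C, antibody labelling 20 min, ice / Signal: flow cytometry, PE anti-B7-1 (FL2) versus Alexa647 anti-CD8 (FL8), PFA-fixed / Evaluation: percent CD8+ FL2 mean versus row control / Benchmarks: naked versus QL9-loaded vesicles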
West Nile virus CPE – inhibition of WNV-induced cytopathic effect – cell-based, CPE readout (AID 1621); West Nile virus-infected cells, CPE inhibition; higher % means a stronger effect; one-dose CPE inhibition, % at 10 µM; IC50 in µM for titrated hits; 290,000 compounds, 0.02% hits; in the data active means a potency from the dose series; inconclusive means CPE inhibition mostly from about 3.7% at the one dose, without a potency; inactive means the rest, 99 in 100 with CPE inhibition below about 2.2%; further: strong numbers were not always called active
Insulin prom up – MIN6 insulin promoter up-regulation | 190,000 compounds, 0.3% hits | MIN6 insulin promoter-GFP reporter, high-content imaging; stronger effect = higher value | AID 1625 | z-score at 5 µM;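 active means z-score above 3 at 5 µM with at least 500 cells counted in the well; inconclusive means wells under 500 cells, flagged as cytotoxic or low count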
WT yeast gro inh mutant strain – further read-out of WT yeast gro inh, marked with its call; inhibition, %; mitochondrial fusion phenotypic screen, mutant strain inhibition
Insulin prom up cell count – second read-out of Insulin prom up, no call of its own (marks repeat the call); cell count; measured here: cytotoxicity, nuclei count;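 total cells summed across four imaged fields per well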
Hep lipid drop cells 6.5 µM – further read-out of Hep lipid drop, marked with its call; cell count; measured here: cell count, cytotoxicity flag;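 cells counted across two imaged fields per well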
bCat nuc transl cell count 5 µM – recorded beside bCat nuc transl, whose call it bears; cell count; measured here: cell count, cytotoxicity flag
T cell HTS vesicle-bound % – second read-out of T cell HTS, no call of its own (marks repeat the call); double positive events, %; measured here: CD8+ vesicle-bound cell fraction;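 binding gate set so that unloaded-vesicle control wells show 10% double positive cells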
MT stabilizer Hoechst-high % – second read-out of MT stabilizer, no call of its own (marks repeat the call); % Hoechst-high responders; measured here: nuclear condensation Hoechst responders;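 share of cells brighter than vehicle mean plus two SD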
MT stabilizer cytotoxicity % – recorded beside MT stabilizer, whose call it bears; toxicity, %; measured here: cytotoxicity by cell density;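 0% = mean cell density of plate MIN control wells and 100% = no cells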
Autophagy mod cell loss 18 h – recorded beside Autophagy mod, whose call it bears; toxicity, %; measured here: cell loss, nuclei count;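 cell loss after 18 h compound exposure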
Myeloid diff 2 GFP+ MAC1+ % – second read-out of Myeloid diff 2, no call of its own (marks repeat the call); GFP+ MAC1+ double positive, %; measured here: differentiation confirmed by MAC1 staining
* marks the source's active call; other numbers are inactive results; i = inactive; ? = inconclusive; · = not tested or not shown.

SMILES	Hep lipid drop	Hep lipid drop cells 6.5 µM	MT stabilizer	MT stabilizer Hoechst-high %	MT stabilizer cytotoxicity %	WT yeast gro inh	WT yeast gro inh mutant strain	bCat nuc transl	bCat nuc transl cell count 5 µM	Autophagy mod	Autophagy mod cell loss 18 h	Myeloid diff 2	Myeloid diff 2 GFP+ MAC1+ %	T cell HTS	T cell HTS vesicle-bound %	West Nile virus CPE	Insulin prom up	Insulin prom up cell count
C/C(CC(=O)Nc1ccc2c(c1)OCCO2)=N\NC(=O)c1ccccc1Cl	3	741	·	·	·	·	·	·	·	·	·	i	0.0	i	9	-0.3%	·	·
CN(Cc1cn(-c2ccccc2)nc1-c1ccc(Cl)cc1)C(=O)CCC(=O)O	12	571	3.6	2.9	10	-9	-6	-2.8	545	i	0	i	0.5	i	32	0.3%	-0.12	1335
COc1ccc(N2CCN(C(=O)NCc3ccc(C)cc3)CC2)cc1	23	829	·	·	·	·	·	·	·	·	·	i	1.0	i	18	-0.6%	·	·
CN(C)/C=N/c1cc(=O)[nH]c(=O)n1C	-2	731	2.4	1.5	3.1	23	-1	·	·	i	3	i	1.3	i	12	1.1%	0.38	1025
CCOc1ccccc1N1Cc2ccccc2C1	-3	811	5.1	3.0	2.6	·	·	0.5	1202	i	1	i	0.3	i	67	·	-0.27	996
Cc1cc(=O)[nH]c(SCC(=O)Nc2cc(S(=O)(=O)N3CCCC3)ccc2Cl)n1	-6	708	·	·	·	·	·	-1.1	1380	·	·	i	0.1	i	64	0.0%	0.27	1092
Cc1cc(C)n(-c2nc(SCCN(C)C)c3c4c(sc3n2)COC(C)(C)C4)n1	·	·	3.2	0.8	1.1	-18	8	-2.2	1365	i	7	?	·	i	60	-0.2%	0.03	633
CC(=O)c1ccc(OCc2cc(=O)n3ccsc3n2)cc1	13	725	2.1	4.0	6.3	-4	-6	·	·	i	-8	i	0.3	i	2	0.2%	0.69	1058
Cc1cccc(/N=C/c2c(C)[nH]n(-c3ccccc3)c2=O)n1	0	753	·	·	·	·	·	-0.4	1350	·	·	i	1.9	i	24	-0.2%	0.1	1085
CC(C)(C)C(=O)CSc1nc2ccccc2o1	6	663	2.1	2.6	4.8	-12	-5	1.5	970	i	-1	i	0.3	i	40	-0.2%	-0.09	1536
COc1ccc(C(=O)NNC(=S)NC(=O)c2ccc(Br)o2)cc1OC	10	540	3.6	2.0	12	20	-33	-0.4	1467	i	1	i	0.0	i	31	-0.8%	0.46	1387
CCc1nnc(NC(=O)[C@@H](NC(=O)c2ccc(OC)cc2)C(C)C)s1	5	686	1.6	1.0	14	4	18	0.4	1068	i	15	i	0.4	i	42	-0.4%	1.5	1058
O=C(CN1CCN(C(=O)C2CCCO2)CC1)Nc1ccc(Cl)c(Cl)c1 (stereo not drawn)	11	821	·	·	·	·	·	·	·	·	·	i	0.7	i	14	-0.4%	·	·
COc1cccc(/C=C2\CC(C)Cc3c2nc2ccccc2c3C(=O)O)c1OC (stereo not drawn)	13	849	·	·	·	·	·	·	·	·	·	i	0.3	i	25	-0.4%	·	·
CC1=C(c2ccccc2)[N+](=O)C2(CCCCC2)N1[O-]	10	668	4.4	1.7	5.5	-10	-18	1.9	996	i	3	i	0.2	i	54	0.1%	-0.1	1181
CCCCS(=O)CC(COCc1ccccc1)OC(=O)CSc1nc(C)cc(C)n1 (stereo not drawn)	·	·	3.5	2.1	1.0	11	3	·	·	i	-7	i	0.9	i	22	0.2%	·	·
COc1ccc(/C=N/n2c(C)nc3sc(C)c(C)c3c2=O)cc1OC	-48	567	1.6	3.7	5.3	-13	-9	6.5	1470	i	-10	i	0.4	i	39	0.1%	0.78	1048
CCOC(=O)C1CCN(C(=O)C2CCN(S(=O)(=O)c3ccc4ccccc4c3)CC2)CC1	0	841	·	·	·	·	·	·	·	·	·	i	1.6	i	61	0.0%	·	·
O=C(Nc1cc(Cl)ccc1Cl)c1ccc(OC(=O)c2ccco2)cc1	19	697	1.4	1.8	9.5	6	2	·	·	i	4	i	1.1	i	8	-0.1%	-0.67	838
COc1ccc(CN2C(=O)c3ccccc3C2C(=O)NC2CCC(C)CC2)c(OC)c1 (stereo not drawn)	5	704	1.1	1.4	3.1	1	2	-2.1	1050	i	2	i	0.3	i	17	-0.5%	-0.54	1267
CC1CC(C)(C)CC2(C1)NC(=O)N(CC(=O)NCCc1c[nH]c3ccccc13)C2=O (stereo not drawn)	-4	712	3.8	2.0	4.2	16	1	0.1	1147	i	5	i	0.2	i	37	-0.6%	-0.18	1437
Cc1cc(C)n2nc(C(=O)Nc3c(C)nn(Cc4ccc(F)cc4)c3C)cc2n1	-6	688	4.9	2.8	23	9	-7	0.4	1025	i	8	i	0.2	i	38	0.1%	-1.1	1705
Cc1cc(NC(=O)CSc2nnc(C)n2-c2ccccc2)no1	4	609	1.8	2.8	2.7	-12	-1	-2.9	1096	i	20	i	1.7	i	57	1.1%	-0.28	1315
Cc1cc(N(C)C)c(C#N)c(N2CCOCC2)n1	·	·	6.8	1.9	7.9	16	7	1.5	1085	i	3	i	2.1	i	14	?	-0.57	1249
CC(C)=CC(=O)N1CCC(N2CCC(C(=O)N3CCOCC3)CC2)CC1	-4	697	1.3	1.6	4.4	-1	-5	-2.2	943	i	7	i	0.0	i	29	-0.1%	-0.74	1492
CC(C)(C)C(=O)Nc1ccc(-c2nnc3n2CCCCC3)cc1	-10	665	·	·	·	·	·	·	·	·	·	i	0.1	i	16	-0.2%	·	·
COc1cc(/C=N/NC(N)=O)ccc1OC(=O)c1ccco1	6	712	1.8	1.7	3.0	-3	5	2.5	1008	i	-9	i	0.6	i	40	0.6%	-0.39	1323
O=S(=O)(c1ccc2oc3ccccc3c2c1)N1CCCC1	1	765	3.7	2.3	6.5	-6	2	-0.9	590	i	-1	i	0.1	i	12	0.1%	·	·
O=C(OCC(=O)N1CCN(c2ccccc2)CC1)C1=COCCO1	0	783	1.5	1.0	7.7	-5	0	3.7	1111	i	-1	i	1.0	i	27	0.3%	0.7	666
COc1cc(OC)cc(C(=O)N(CN2CCCC2=O)c2ccccc2OC)c1	·	·	6.5	0.7	8.1	1	-8	-1.2	1383	i	13	i	0.8	i	14	-0.3%	-1.2	1546
CC1(C)COCN1C(=O)c1ccc(Cl)c(Cl)c1	-15	699	2.5	2.5	11	-1	4	1.2	1067	i	4	i	1.1	i	61	0.7%	-0.28	1400
O=C(O)c1ccc(N2C(=O)c3[nH]nc(-c4ccccc4)c3C2c2ccccc2)cc1 (stereo not drawn)	9	667	4.2	2.0	6.3	-2	10	1.2	1106	i	-26	i	0.4	i	25	0.6%	-0.19	1017
Cc1ccc(C(=O)N2CCN(S(=O)(=O)c3ccc(Br)cc3)CC2)o1	2	779	·	·	·	·	·	·	·	·	·	i	1.0	i	16	-1.3%	·	·
Cc1ccc(OCCSc2cc(C)nc(N)n2)cc1	·	·	7.0	2.9	6.6	1	-8	-3.0	1029	i	2	i	0.8	i	55	0.1%	-0.17	1260
CCCCNS(=O)(=O)c1ccc(NC(=O)C2CCCO2)cc1 (stereo not drawn)	-4	722	2.5	4.0	10.0	-9	-13	-1.2	577	i	-3	i	0.3	i	36	-1.6%	0.43	1294
Nc1nnc(-c2cccc([N+](=O)[O-])c2)o1	7	724	·	·	·	·	·	0.0	1072	·	·	i	0.3	i	13	0.0%	·	·
Cc1ccccc1C(=O)c1cccn1CC(=O)NCc1ccc(Cl)cc1	0	703	2.9	2.1	8.7	-10	-26	-5.0	1052	i	11	i	0.9	i	41	-1.0%	0.04	1567
O=C(COc1ccccc1F)NC12CC3CC(CC(C3)C1)C2	1	672	·	·	·	·	·	0.8	1253	·	·	i	0.3	i	33	-0.2%	-0.08	1180
O=C(Nc1cccc2ccccc12)N1CCOCC1	1	770	1.9	2.7	20	6	-15	-0.2	1068	i	0	i	1.3	i	24	0.5%	-0.59	1205
O=S(=O)(c1cccc2c(S(=O)(=O)N3CCCC3)cccc12)N1CCCC1	8	699	1.6	2.1	7.5	-18	2	-0.2	1117	i	4	i	1.0	i	38	-0.3%	0.19	1903
Cc1ccc(C(=O)O/N=C/c2c(C(F)(F)F)nn(C)c2Sc2ccc(Cl)cc2)cc1	-15	762	1.9	0.9	5.4	2	4	-2.4	1205	i	-10	i	0.8	i	35	0.3%	1	927
O=C(NCCS(=O)CCNC(=O)C(F)(F)F)C(F)(F)F	·	·	3.3	1.3	6.9	-23	-26	-3.1	1007	i	5	i	0.7	i	8	0.4%	-0.43	1574
CCN(CC)CCCNC(=O)C1c2ccccc2C(=O)N1Cc1ccc(C)cc1 (stereo not drawn)	·	·	7.5	4.1	4.7	0	-3	0.8	1342	i	-7	i	5.5	i	24	0.1%	-0.53	1348

Single records, from the list above. Values in the order: Hep lipid drop | Hep lipid drop cells 6.5 µM | MT stabilizer | MT stabilizer Hoechst-high % | MT stabilizer cytotoxicity % | WT yeast gro inh | WT yeast gro inh mutant strain | bCat nuc transl | bCat nuc transl cell count 5 µM | Autophagy mod | Autophagy mod cell loss 18 h | Myeloid diff 2 | Myeloid diff 2 GFP+ MAC1+ % | T cell HTS | T cell HTS vesicle-bound % | West Nile virus CPE | Insulin prom up | Insulin prom up cell count
Profile of CN(Cc1cn(-c2ccccc2)nc1-c1ccc(Cl)cc1)C(=O)CCC(=O)O → 12 | 571 | 3.6 | 2.9 | 10 | -9 | -6 | -2.8 | 545 | i | 0 | i | 0.5 | i | 32 | 0.3% | -0.12 | 1335
Profile of CCOC(=O)C1CCN(C(=O)C2CCN(S(=O)(=O)c3ccc4ccccc4c3)CC2)CC1 → 0 | 841 | · | · | · | · | · | · | · | · | · | i | 1.6 | i | 61 | 0.0% | · | ·
